PI4K2A block = blocks human PI4K2A kinase activity; Q9BTU6; 420,000 compounds, 0.13% hits; activity change, negative = inhibition, % at 76.9 µM; purified PI4K2A, ADP-Glo luminescence, 1 h; stronger effect = lower value; in the data active = activity change below about -50%; inconclusive = mostly about -30% to -49%;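 note: -100% = wells without enzyme as full effect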
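In this quantitative HTS, ADP production by PI4K2A was quantified luminescently after 1 h at ambient temperature; 100 microM adenosine served as plate-quality control.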
HP1b chromo inh = blocks HP1-beta chromodomain binding to methylated histone tails; P83916; AlphaScreen HP1-beta / biotin-H3K9me3 peptide binding; Potency, µM (doses to about 114 µM), for the others: at the top dose activity change, negative = inhibition, usual class: inhibitors; 390,000 compounds, 0.56% hits; AID 540317; note: potency is the fitted concentration of half-maximal effect; nearly all actives have a fitted effect of over 70% in size; inactives centre near 23
Target sequence (P83916 whole entry, looked up): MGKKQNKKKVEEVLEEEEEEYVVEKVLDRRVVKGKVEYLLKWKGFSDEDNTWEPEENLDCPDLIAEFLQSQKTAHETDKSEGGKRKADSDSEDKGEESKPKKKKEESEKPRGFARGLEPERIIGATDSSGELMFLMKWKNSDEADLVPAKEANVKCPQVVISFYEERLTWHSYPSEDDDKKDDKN
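HP1-beta protein (50 nM final) preincubated 30 min at room temperature with biotinylated H3(1-18)K9me3 peptide (50 nM) in PBS pH 7.4, 0.01% Tween-20, then compound added for 30 min. AlphaScreen streptavidin donor/nickel chelate acceptor beads (10 ug/mL final), 30 min dark, luminescence read.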
G9a inh = blocks human histone lysine methyltransferase G9a; G9a H3K9 monomethylation, AlphaScreen, 2 h; Potency, µM (top dose mostly 102 µM), without a hit: at the highest dose activity, negative = inhibition, actives largely listed as inhibitors; 350,000 compounds, 8.8% hits; note: potency is the fitted concentration of half-maximal effect; % is set by controls: 0 for no effect and ±100 for the full control effect; nearly all actives have a fitted effect of over 75% in size
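G9a (20 nM) was preincubated 15 min with compound, then reacted 2 h at room temperature with 500 nM biotin-H3K9 peptide and 20 µM SAM. Monomethyl-H3K9 detected by AlphaScreen using anti-H3K9me1 antibody.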
BAZ2B inh = blocks human BAZ2B | Potency, µM (highest dose often 114 µM), for the others: at the highest dose activity change, negative = inhibition, actives largely listed as inhibitors | Q9UIF8 | AlphaScreen BAZ2B-H3K14Ac peptide displacement | 360,000 compounds, 4.4% hits; note: potency is the fitted concentration of half-maximal effect; % is set by controls: 0 for no effect and ±100 for the full control effect; nearly all actives have a fitted effect of over 60% in size
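Protein-peptide AlphaScreen: BAZ2B 50 nM, b-H3K14Ac 50 nM, 1x PBS pH 7.4 + 0.01% Tween-20. Preincubation 30 min RT; cpd 30 min RT (top 110 uM); beads 20 min RT, light-protected.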
Pol eta inh = inhibitors of human DNA polymerase eta; Q9Y253; recombinant Pol eta, fluorescent DNA replication assay; Potency, µM (series often up to 114 µM), inactives show at the highest dose activity change, negative = inhibition, most hits filed as inhibitors; AID 588591; 390,000 compounds, 1.2% hits; note: potency is the fitted concentration of half-maximal effect; % is set by controls: 0 for no effect and ±100 for the full control effect
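Pol eta (10 nM) was preincubated with compounds for 15 min at room temperature, after which fluorescent replication substrate (50 nM final) was added to start the reaction. Fluorescence was read kinetically at 0 and 10 min.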
Pin1 inhibitor = inhibitors of human Pin1 | Potency, µM (series often up to 115 µM), for inactives: at the highest dose activity, negative = inhibition, most hits filed as inhibitors | Pin1 FP peptide displacement, HiFluor488, 10 min | AID 504891 | 390,000 compounds, 0.009% hits | Q13526; active = well fitted inhibition curve with a large enough effect in the polarisation, with a control signal flat, not every such curve was filed as active; inconclusive = small, poorly fitted or top-dose-only effect, or effect the other way, or a change in a side signal; inactive = no such curve, though single readings can be large or run the other way; the % refers to the polarisation; note: potency is the fitted concentration of half-maximal effect; % is set by controls: 0 for no effect and ±100 for the full control effect
Target sequence (Q13526 whole entry, looked up): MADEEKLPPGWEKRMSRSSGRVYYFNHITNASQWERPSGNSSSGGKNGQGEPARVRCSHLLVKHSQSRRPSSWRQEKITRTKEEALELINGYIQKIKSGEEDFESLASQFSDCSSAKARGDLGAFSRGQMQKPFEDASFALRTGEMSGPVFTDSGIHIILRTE
Tb PGK inh = T. brucei PGK inhibition; P07378; PGK/GAPDH coupled, Kinase-Glo luminescence, 60 min; Potency, µM (top dose mostly 57.5 µM), for inactives: top-dose activity change, negative = inhibition, hits mostly inhibitors; 380,000 compounds, 0.043% hits; note: potency is the fitted concentration of half-maximal effect; % is set by controls: 0 for no effect and ±100 for the full control effect; nearly all actives have a fitted effect of over 60% in size
Target sequence (P07378 whole entry, looked up): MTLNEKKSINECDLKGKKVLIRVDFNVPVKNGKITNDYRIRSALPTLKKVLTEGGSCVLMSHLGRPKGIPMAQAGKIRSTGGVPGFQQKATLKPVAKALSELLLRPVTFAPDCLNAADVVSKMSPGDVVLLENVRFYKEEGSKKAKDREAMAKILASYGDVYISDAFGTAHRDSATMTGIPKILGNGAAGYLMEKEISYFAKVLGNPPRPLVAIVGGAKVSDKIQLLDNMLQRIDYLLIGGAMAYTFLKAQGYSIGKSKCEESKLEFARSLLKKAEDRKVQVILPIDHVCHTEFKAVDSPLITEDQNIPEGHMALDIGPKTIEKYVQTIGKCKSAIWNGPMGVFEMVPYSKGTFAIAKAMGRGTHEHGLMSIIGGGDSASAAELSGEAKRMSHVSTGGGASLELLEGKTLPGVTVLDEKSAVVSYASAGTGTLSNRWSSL
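Luminescent ATP detection (Kinase-Glo Plus) follows a 60-minute room-temperature incubation, with wells lacking PGK as controls. Buffer: 100 mM TEA (pH 7.6), 5 mM MgCl2, 0.01% Tween-20. Coupling enzyme GAPDH (100 nM final) supplies unstable 1,3-BPG in-well.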
GLS inh = glutaminase GLS (human) inhibition; 410,000 compounds, 0.21% hits; GLS enzymatic activity, qHTS titration; Potency, µM (titrated, usually from 45.5 µM), for inactives: at the highest dose activity change, negative = inhibition, usual class: inhibitors; O94925; AID 624170; note: potency is the fitted concentration of half-maximal effect; % is set by controls: 0 for no effect and ±100 for the full control effect
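hKGA in 45 mM KH2PO4 pH 8.2, 0.02% Tween-20 with pin-transferred compounds; 1 mM L-glutamine (stock) plus glutamate oxidase/HRP/Amplex Red coupling added. Fluorescence read initially and after 30 min at RT.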
JMJD2A Tudor inh = inhibitors of human JMJD2A Tudor domain; Potency, µM (doses to about 114 µM), for the others: at the top dose activity change, negative = inhibition, actives largely listed as inhibitors; AID 504339; O75164; AlphaScreen JMJD2A-Tudor / H3K4me3 peptide binding; 390,000 compounds, 4.4% hits; note: potency is the fitted concentration of half-maximal effect; % is set by controls: 0 for no effect and ±100 for the full control effect; nearly all actives have a fitted effect of over 50% in size
* marks the source's active call; other numbers are inactive results; i = inactive; ? = inconclusive; . = not tested or not shown; & = joins results of further samples; [ ] = dose if it differs, or a comment. Unless noted, calls come from the whole dose curve; as a rule, active = well fitted curve in the direction sought with a large enough effect; inconclusive = small, poorly fitted or top-dose-only effect, or another doubt; inactive = no such curve, though single readings can be large; an effect the other way counts as inactive or inconclusive. An excerpt (hit frequency here may not be typical).

SMILES	PI4K2A block	HP1b chromo inh	G9a inh	BAZ2B inh	Pol eta inh	Pin1 inhibitor	Tb PGK inh	GLS inh	JMJD2A Tudor inh
CCCCC(CCC(=O)Nc1ccccc1C(=O)OCC)C(=O)O (stereo not drawn)	9	22%	8%[59 µM]	-4%	-11%	0%	-6%	0%	12%
N=c1c(S(=O)(=O)c2ccccc2)cc2c(=O)n3ccccc3nc2n1Cc1ccco1	-7	32%	-3%[59 µM]	-11%	?	?	i	14%	-11%
CCN1CCN(C(=O)c2ccc3c(c2)N(Cc2cc(C)ccc2C)C(=O)c2ccccc2S3=O)CC1 (stereo not drawn)	2	11%	-45%[59 µM]	?	1%	3%	-6%	4%	-18%
O=C(O)c1ccc(NS(=O)(=O)c2cccc(C(=O)Nc3cccc(C(=O)O)c3)c2)cc1	-3	48%[activator]	?	12%	?	-2%	-2%	-1%	-19%
CC(C(=O)N1CCN(C)CC1)N1C(=O)c2ccccc2C1=O (stereo not drawn)	-11	8%	17%[59 µM]	0%	-5%	-14%	-3%	-4%	-13%
COc1ccc(N2CCN(C(=O)c3ccc4c(c3)CCN4S(C)(=O)=O)CC2)cc1	1&3	25%	?	-24%	6%&-14%	-8%	-18%&-7%	13%&73%	-6%
Cc1nc2ccccc2nc1CN1CCC(CO)(CC2CCCCO2)CC1 (stereo not drawn)	1	39%	5%	-3%	-4%	1%	1%	?	-19%
CCOC(=O)c1c(NC(=O)C2C3C=CC(C3)C2C(=O)O)sc2c1CC(C)CC2 (stereo not drawn)	1	49%[activator]	?	-27%	-17%	-3%	i	22%	-27%
CSCCC(NC(=O)c1cccc([N+](=O)[O-])c1)C(=O)O (stereo not drawn)	5	14%	18%[59 µM]	12%	2%	-13%	-1%	12%	-21%
O=C(CCCn1c(=S)[nH]c2ccsc2c1=O)Nc1ccc2c(c1)OCCO2	1	9%	3.5µM*	-11%	-20%	-8%	-4%	1%	-30%
CCOC(=O)c1sc2nc(N3CCOCC3)c3c(c2c1N)CCC3	1	11%	6%	7%	-15%	-1%	-8%	5%	9%
COc1ccccc1[C@@H]1C(c2cccc(Cl)c2)=NN(c2ccccc2)[C@H]1C(=O)N1CCOC1=O	4	157%[activator]	178%[activator][59 µM]	38%[activator]	-11%	12%	0%	-14%	83%[activator]
COC(=O)c1c(NC(=O)CN2CCC3(O)CCCCC3C2c2cc(OC)ccc2OC)sc(C)c1C (stereo not drawn)	1	-16%	-21%	-38%	?	60%[activator]	-5%	0%	-24%
O=C(Cc1ccccc1)Nc1ccc(NC(=O)c2cccc(Cl)c2)cc1	-2	22%	19%[59 µM]	-7%	-8%	16%	-3%	-2%	2%
CCN(CC)C(=O)CSc1nc2c(sc(=S)n2CC)c(=O)n1-c1ccccc1	-3	25%	?	0%	-19%	1%	-8%	-6%	-12%
O=C(Nc1ccc(CN2CCOCC2)cc1)c1cc(Br)ccc1Cl	-4	24%	12%[59 µM]	-7%	-9%	-1%	i	-7%	-9%
O=C(NCc1ccccc1)C(=O)NCC1OCCN1S(=O)(=O)c1cccs1 (stereo not drawn)	-1	24%	8%	-2%	-11%	-13%	2%	12%	-11%
O=C(NCCCNC(=O)c1c(Cl)cccc1Cl)c1c(Cl)cccc1Cl	-2	28%	.	.	-12%	-4%	11%	-10%	-7%
Cc1cccc(N=Nc2c(O)[nH]c3ccc(F)cc23)c1	-2	29%	?	-13%	-28%	?	3%	-5%	-19%
COc1ccc(NC(=O)c2ccc([N+](=O)[O-])s2)c([N+](=O)[O-])c1	9	24%	-19%	-20%	-15%	4%	3%	0%	-12%
COc1ccc(OC)c(C2C(C(C)=O)=C(O)C(=O)N2c2ccc(F)cc2)c1 (stereo not drawn)	2	38%	-15%[59 µM]	-5%	12%	-1%	-4%	2%	?
COc1cccc(C(=O)NCCS(=O)(=O)N2CCN(c3ccccc3)CC2)c1OC	4	.	.	.	2%	.	-3%	6%	.
COc1ccc(NC(=O)C2CCCN2C(=O)NC2CCCCC2)cc1OC (stereo not drawn)	-3	31%	7%[59 µM]	9%	-9%	-2%	i	4%	-18%
COc1cccc(N2CCN(C(=O)CCc3nnc4ccc(N5CCCC5)nn34)CC2)c1	2	45%[activator]	-13%	-21%	1%	1%	i	6%	-17%
O=S1(=O)CCO[C@H]2Cc3ccccc3[C@H]2N1Cc1cccc(F)c1	-5	48%[activator]	.	5%	-20%	-6%	i	2%	-9%
Cc1csc(NC(=O)Cc2ccc(Br)cc2)n1	-3	24%	12%	-2%	-6%	3%	9%	5%	-16%
CC(=O)c1cccc(S(=O)(=O)N2CCN(c3nc4cc(C)cc(C)c4cc3C#N)CC2)c1	-1	42%[activator]	15%	2%	-21%	28%	5%	4%	14%

3 entries out of the list, ordered by molar mass, rising.
SMILES	PI4K2A block	HP1b chromo inh	G9a inh	BAZ2B inh	Pol eta inh	Pin1 inhibitor	Tb PGK inh	GLS inh	JMJD2A Tudor inh
O=S1(=O)CCO[C@H]2Cc3ccccc3[C@H]2N1Cc1cccc(F)c1	-5	48%[activator]	.	5%	-20%	-6%	i	2%	-9%
COc1cccc(C(=O)NCCS(=O)(=O)N2CCN(c3ccccc3)CC2)c1OC	4	.	.	.	2%	.	-3%	6%	.
COc1cccc(N2CCN(C(=O)CCc3nnc4ccc(N5CCCC5)nn34)CC2)c1	2	45%[activator]	-13%	-21%	1%	1%	i	6%	-17%

Laid out differently: seven of the compounds above.
PI4K2A block	HP1b chromo inh	G9a inh	BAZ2B inh	Pol eta inh	Pin1 inhibitor	Tb PGK inh	GLS inh	JMJD2A Tudor inh	mol
-7	32%	-3%[59 µM]	-11%	?	?	i	14%	-11%	N=c1c(S(=O)(=O)c2ccccc2)cc2c(=O)n3ccccc3nc2n1Cc1ccco1
2	11%	-45%[59 µM]	?	1%	3%	-6%	4%	-18%	CCN1CCN(C(=O)c2ccc3c(c2)N(Cc2cc(C)ccc2C)C(=O)c2ccccc2S3=O)CC1 (stereo not drawn)
-3	48%[activator]	?	12%	?	-2%	-2%	-1%	-19%	O=C(O)c1ccc(NS(=O)(=O)c2cccc(C(=O)Nc3cccc(C(=O)O)c3)c2)cc1
-11	8%	17%[59 µM]	0%	-5%	-14%	-3%	-4%	-13%	CC(C(=O)N1CCN(C)CC1)N1C(=O)c2ccccc2C1=O (stereo not drawn)
1&3	25%	?	-24%	6%&-14%	-8%	-18%&-7%	13%&73%	-6%	COc1ccc(N2CCN(C(=O)c3ccc4c(c3)CCN4S(C)(=O)=O)CC2)cc1
1	39%	5%	-3%	-4%	1%	1%	?	-19%	Cc1nc2ccccc2nc1CN1CCC(CO)(CC2CCCCO2)CC1 (stereo not drawn)
1	49%[activator]	?	-27%	-17%	-3%	i	22%	-27%	CCOC(=O)c1c(NC(=O)C2C3C=CC(C3)C2C(=O)O)sc2c1CC(C)CC2 (stereo not drawn)

Screening results from PubChem.
